GCN5L2 inh – inhibitors of human GCN5L2 histone acetyltransferase; Q92830; GCN5L2 HAT assay, ThioGlo1 CoA-SH fluorescence; AID 504327; 0.21% of 390,000 active; Potency, µM (titrated, usually from 58.9 µM), for inactives: at the top dose activity change, negative = inhibition, most hits filed as inhibitors
Target sequence (Q92830 whole entry, looked up): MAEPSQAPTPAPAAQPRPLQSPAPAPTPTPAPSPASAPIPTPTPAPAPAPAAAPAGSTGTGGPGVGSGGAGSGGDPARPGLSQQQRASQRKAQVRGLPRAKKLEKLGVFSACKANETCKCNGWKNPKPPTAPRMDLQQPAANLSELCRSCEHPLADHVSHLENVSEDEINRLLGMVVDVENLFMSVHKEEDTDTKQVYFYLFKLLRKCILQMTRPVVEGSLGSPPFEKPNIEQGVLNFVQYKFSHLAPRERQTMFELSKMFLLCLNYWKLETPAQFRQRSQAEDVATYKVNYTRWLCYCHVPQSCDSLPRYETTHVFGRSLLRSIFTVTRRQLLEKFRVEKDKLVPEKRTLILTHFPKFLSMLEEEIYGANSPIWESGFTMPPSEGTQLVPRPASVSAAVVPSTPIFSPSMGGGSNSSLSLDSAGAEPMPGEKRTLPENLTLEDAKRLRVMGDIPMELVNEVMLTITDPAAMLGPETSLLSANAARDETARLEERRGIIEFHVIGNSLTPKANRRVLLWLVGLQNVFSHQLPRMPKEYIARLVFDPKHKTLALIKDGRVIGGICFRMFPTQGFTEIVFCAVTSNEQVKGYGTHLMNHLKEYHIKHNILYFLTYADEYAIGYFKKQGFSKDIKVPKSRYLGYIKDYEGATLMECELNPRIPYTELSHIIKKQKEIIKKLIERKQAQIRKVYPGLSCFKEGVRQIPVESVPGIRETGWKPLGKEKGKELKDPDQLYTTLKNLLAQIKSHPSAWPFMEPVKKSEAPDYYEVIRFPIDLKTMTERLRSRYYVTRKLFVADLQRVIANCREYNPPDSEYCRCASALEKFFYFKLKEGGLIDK
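ThioGlo1-coupled HAT assay: 20nM GCN5L2, 70uM acetyl-CoA, 75uM H3(1-25) peptide, pH 7.5. Fluorescence read at 340/540nm at start and after 20 min at room temperature.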
FEN1 inh – human FEN1 inhibition; P39748; Recombinant FEN1 flap cleavage, fluorescence, 15 min; Potency, µM (top dose mostly 114 µM), for inactives: at the top dose activity change, negative = inhibition, hits mostly inhibitors; 0.35% of 390,000 active; AID 588795; also: nearly all actives have a fitted effect of over 65% in size
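Concentration–response screening of FEN1 (10 nM): 15 min compound preincubation at room temperature, reaction started with 50 nM substrate and read at 0 and 15 min. Corrected, normalized data were fitted by a four-parameter Hill equation.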
N370S GC – inhibits or activates N370S mutant glucocerebrosidase. P04062. N370S GC spleen homogenate, 4MU-glucoside fluorescence. Potency, µM (doses to about 59.4 µM), for the others: top-dose activity change, negative = inhibition, usual class: inhibitors. 0.092% of 330,000 active. AID 2101;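 also: 0% = full enzyme activity and -100% = no enzyme basal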
* marks the source's active call; other numbers are inactive results; ? = inconclusive; . = not tested or not shown; & = joins results of further samples; [ ] = another dose, or the depositor's remark. Calls follow the shape of the dose curve; as a rule, active = well fitted curve in the direction sought with a large enough effect; inconclusive = small, poorly fitted or top-dose-only effect, or another doubt; inactive = no such curve, though single readings can be large; an effect the other way counts as inactive or inconclusive. Unless noted, % is scaled to controls: 0 for no effect and ±100 for the full control effect; potency is read from the fitted curve at half-maximal effect. Only part of the results is shown; rates above refer to the full screens.

SMILES | GCN5L2 inh | N370S GC | FEN1 inh
CCn1c(=S)sc2c(=O)n(CC(=O)Nc3cccc(Br)c3)c(C)nc21 | -4% | 1% | -2%
O=C(CCc1nnc(CCCc2ccccc2)o1)NCCCC1CCCC1 | 1% | -4% | -1%
O=C(CSc1nnc(Cc2ccccc2)o1)Nc1ccccc1 | -7% | 9% | 8%
CN1CCN(C(=O)c2cccc(S(=O)(=O)N3CCCC3)c2)CC1 | -8% | . | -2%
O=C1C=C(Nc2cccc(O)c2)CC(c2ccco2)C1 (stereo not drawn) | -6% | 3% | -20%
COc1ccc(OC)c(NC(=O)CSc2nnc(-c3ccco3)o2)c1 | -5% | -8% | -4%
CCc1sc(C(=O)Nc2ccc3c(c2)OCO3)cc1C | -25% | . | -15%
Cn1c2ccccc2c2cc(C(=O)NNS(=O)(=O)c3ccc(F)cc3)sc21 | ? | -6% | -18%
Cc1ccc2c(=O)cc(C(=O)Nc3c(C(=O)c4ccccc4)oc4ccccc34)oc2c1C | -3% | . | 42%[activator]
CCC(C)[C@H](N)c1cn([C@@H](Cc2ccc(O)cc2)C(=O)N2CCNCC2)nn1 (stereo partly drawn) | 3% | -4% | -7%
O=C(N/N=C1\CC(c2ccccc2)Oc2ccccc21)c1ccc(O)cc1 (stereo not drawn) | -25% | -5% | -5%
O=C(CCNC(=O)Cn1ccc2ccccc2c1=O)NCc1ccccn1 | -3% | 25% | -3%

SMILES | GCN5L2 inh | N370S GC | FEN1 inh
COc1cc(CC(=O)OCC(=O)c2c[nH]c3ccccc23)cc(OC)c1OC | -5% | . | -19%
COc1cc(CN2CCCC(C(=O)c3ccc4c5c(cccc35)CC4)C2)cc(OC)c1O (stereo not drawn) | -1% | -8% | -5%
Cc1nnc(NC2=NCCC2)s1 | 0% | 2% | -3%
COCC(=O)OCC(=O)Nc1cc([N+](=O)[O-])ccc1Cl | -4% | 0% | -16%
COc1ccc(-n2ncc3c2CC(C)(C)CC3NC(=O)CCN2CCCCC2=O)cc1 (stereo not drawn) | -2% | -7% | 16%
CN(C)S(=O)(=O)c1ccc(N2CCCC2)c(C(=O)N2CCN(S(=O)(=O)c3ccc(F)cc3)CC2)c1 | -7% | -7% | 0%
O=C(CCCc1ccccc1)NCc1ccc(F)cc1 | 0% | 5% | -8%
O=C(NCN1CCOCC1)c1cnccn1 | -2%&5% | -10% | 19%
CN(c1ccccc1C(=O)Nc1cccnc1)S(C)(=O)=O | . | 7% | -10%
CC(C(=O)NC1(C#N)CCCCC1)N(C)CC(=O)Nc1ccc(Cl)c(Cl)c1 (stereo not drawn) | -4% | . | -17%
Cn1c(=O)n(C)c2cc(/C=N/NC(N)=S)ccc21 | -6% | 4% | -9%
CCC1(c2ccc(F)cc2)NC(=O)N(CC(=O)Nc2ccccc2Cl)C1=O (stereo not drawn) | -10% | -3% | 8%

For reference, some entries already given.
SMILES | GCN5L2 inh | N370S GC | FEN1 inh
Cc1ccc2c(=O)cc(C(=O)Nc3c(C(=O)c4ccccc4)oc4ccccc34)oc2c1C | -3% | . | 42%[activator]
CCC(C)[C@H](N)c1cn([C@@H](Cc2ccc(O)cc2)C(=O)N2CCNCC2)nn1 (stereo partly drawn) | 3% | -4% | -7%
O=C(N/N=C1\CC(c2ccccc2)Oc2ccccc21)c1ccc(O)cc1 (stereo not drawn) | -25% | -5% | -5%
O=C(CCNC(=O)Cn1ccc2ccccc2c1=O)NCc1ccccn1 | -3% | 25% | -3%
COc1cc(CC(=O)OCC(=O)c2c[nH]c3ccccc23)cc(OC)c1OC | -5% | . | -19%
COc1cc(CN2CCCC(C(=O)c3ccc4c5c(cccc35)CC4)C2)cc(OC)c1O (stereo not drawn) | -1% | -8% | -5%
Cc1nnc(NC2=NCCC2)s1 | 0% | 2% | -3%
COCC(=O)OCC(=O)Nc1cc([N+](=O)[O-])ccc1Cl | -4% | 0% | -16%
COc1ccc(-n2ncc3c2CC(C)(C)CC3NC(=O)CCN2CCCCC2=O)cc1 (stereo not drawn) | -2% | -7% | 16%
CN(C)S(=O)(=O)c1ccc(N2CCCC2)c(C(=O)N2CCN(S(=O)(=O)c3ccc(F)cc3)CC2)c1 | -7% | -7% | 0%
O=C(CCCc1ccccc1)NCc1ccc(F)cc1 | 0% | 5% | -8%
O=C(NCN1CCOCC1)c1cnccn1 | -2%&5% | -10% | 19%
CN(c1ccccc1C(=O)Nc1cccnc1)S(C)(=O)=O | . | 7% | -10%
CC(C(=O)NC1(C#N)CCCCC1)N(C)CC(=O)Nc1ccc(Cl)c(Cl)c1 (stereo not drawn) | -4% | . | -17%
Cn1c(=O)n(C)c2cc(/C=N/NC(N)=S)ccc21 | -6% | 4% | -9%
CCC1(c2ccc(F)cc2)NC(=O)N(CC(=O)Nc2ccccc2Cl)C1=O (stereo not drawn) | -10% | -3% | 8%

Next records:
SMILES | GCN5L2 inh | N370S GC | FEN1 inh
CC(C)NC(=S)N1CCN(S(=O)(=O)c2cccc(C(F)(F)F)c2)CC1 | 1% | -20% | -3%
COC(=O)c1cc2occc2n1Cc1cccc(C)c1 | -7%&-11% | 0% | -13%&-4%
C=CCn1c(SCC(=O)c2c(N)n(C)c(=O)n(C)c2=O)nc2sc(C)c(C)c2c1=O | -1% | 0% | -5%
COc1ccc(NC(=O)c2c(NC(=O)c3ccncc3)sc3c2CCC(C(C)(C)C)C3)cc1 (stereo not drawn) | -21% | . | -14%
COc1c(C(=O)NNC(=O)c2ccccc2)csc1Br | 0% | 4% | 6%
CCc1ccccc1NC(=O)N1CCc2c([nH]c3ccccc23)C1c1ccc(C)cc1 (stereo not drawn) | -9% | . | -17%
COc1ccc(C2NC(=S)NC(O)(C(F)(F)F)C2C(=O)c2cccs2)cc1 (stereo not drawn) | -3% | -16% | 0%
Cc1ccccc1N(CC(=O)NC(C)(C)C)C(=O)CS(=O)CC(=O)Nc1ccc2c(c1)OCO2 (stereo not drawn) | 10% | -5% | 13%
O=C(COc1ccccc1Cl)Nc1ccccc1C(=O)N1CCOCC1 | ? | -15% | 3%
CN1/C(=C/c2cccc[n+]2CCO)Sc2ccccc21 | -22% | 2% | -1%
O=C(CSc1nc2ccccc2c(=O)n1NC(=O)Cc1ccccc1)NCc1ccco1 | -4% | -25% | 6%
O=C(Nc1ccccc1C(F)(F)F)n1ncc2cc(Cl)ccc21 | -6% | . | 6%

SMILES | GCN5L2 inh | N370S GC | FEN1 inh
C[C@@H]1CC[C@@]2(OC1)O[C@H]1C[C@H]3[C@@H]4CC=C5C[C@@H](O)[C@H](O)C[C@]5(C)C4CC[C@]3(C)[C@H]1[C@@H]2C (stereo partly drawn) | 9% | -26% | 13%
O=[N+]([O-])/C(=C\Nc1ccc(F)cc1F)S(=O)(=O)c1ccccc1 | -12% | 0% | 6%
C=CCSc1nc(C)c2cc(C)cc(C)c2n1 | -6% | 2% | -1%
Cc1ccc(C(=O)Nc2cccc(NC(=O)c3ccc(C)o3)n2)o1 | -3% | 5% | -17%
Nc1cccc(B(O)O)c1 | . | 3% | -5%
COc1ccc(-c2nc(CSc3nc4ncccc4[nH]3)c(C)o2)cc1OC | -6% | . | -4%
CCc1ccc(C(=O)OCC(=O)NCC(F)(F)F)cc1 | -2% | 4% | 1%
O=C1N=C(N2CCN(c3ccccc3)CC2)S/C1=C\c1cn[nH]c1-c1ccccc1 | -4% | 0% | 8%
COc1cccc(Nc2ncc3nc(-c4cc(F)cc(F)c4)c(=O)n(C[C@H]4CCCO4)c3n2)c1 | -17% | 9% | .
COc1ccc(CN2CC(=O)N(c3ccc(C)cc3)C2=S)cc1OC | 3% | 10% | 2%
CCOc1ccc(NC(=O)CN(C)C(=O)c2cccnc2Sc2ccc(C)c(C)c2)cc1OCC | -4% | 2% | -3%
O=[N+]([O-])c1ccc(Cl)c(S(=O)(=O)Nc2cccc(-c3ccc(N4CCOCC4)nn3)c2)c1 | -4% | -11% | -5%

SMILES | GCN5L2 inh | N370S GC | FEN1 inh
CCOC(=O)CNc1c(-c2ccc(Cl)cc2)nc2cnccn12 | -19% | 2% | 0%
O=C(CCCN1C(=O)c2ccccc2C1=O)Nc1ccccc1C(=O)N1CCOCC1 | -8% | -8% | 11%
COc1ccc(NC(=O)c2cc(C)nc3c2c(C)nn3-c2cccc(Cl)c2C)c(OC)c1 | 0% | . | 16%
CCOCCc1nnc(NC(=O)c2cccc(F)c2)s1 | -1% | -2% | 1%
C/C(CC(=O)N1CCCC1)=N\NC(=O)c1cc2ccccc2cc1O | -27% | -17% | -10%
C/C(=N\NC(=O)c1cccc(S(=O)(=O)N2CCOCC2)c1)c1ccc(C#N)cc1 | ? | 3% | -3%
CCC(NC(=O)c1ccccc1NC(=O)c1ccccc1)C(=O)NNC(=O)c1cccnc1 (stereo not drawn) | -4% | -1% | -2%
COc1ccc(N(CC(=O)N2CCN(c3cccc(OC)c3)CC2)S(=O)(=O)c2c(C)noc2C)cc1 | -9% | . | -20%
CCOC(=O)C1CCN(C(=O)Cn2ncc3c4ccccc4n(Cc4ccc(F)cc4)c3c2=O)CC1 | -7% | . | 9%
COc1ccc(-c2cn3nc(N4CCC(C(=O)Nc5cc(Cl)ccc5OC)CC4)sc3n2)cc1 | 0% | . | 14%
COc1ccc(N2C(=O)CCSC23C(=O)N(Cc2ccc(F)cc2)c2ccccc23)cc1Cl (stereo not drawn) | -4% | . | 3%
CCOc1cccc(C(=O)Nc2cccc(C(=O)NC(C)(C)C)c2)c1 | 0% | -2% | 3%

Entries of single compounds as entered above:
CCOc1ccc(NC(=O)CN(C)C(=O)c2cccnc2Sc2ccc(C)c(C)c2)cc1OCC is listed as GCN5L2 inh = -4%; N370S GC = 2%; FEN1 inh = -3%
O=[N+]([O-])/C(=C\Nc1ccc(F)cc1F)S(=O)(=O)c1ccccc1 is listed as GCN5L2 inh = -12%; N370S GC = 0%; FEN1 inh = 6%

The list goes on.
SMILES | GCN5L2 inh | N370S GC | FEN1 inh
Cn1c(SCC(=O)NCc2ccc3c(c2)OCO3)nnc1C1COc2ccccc2O1 (stereo not drawn) | -3% | 5% | -4%
Cc1nc2ccccc2c(=O)n1NC(=O)c1cccc(Cl)c1 | -3% | -3% | 1%
Cc1ccc(NC(=O)Cn2nnc(C(=O)NCCc3ccccc3)c2N)cc1C | 3% | . | 15%
O=C(Nc1cccc(NC(=O)c2ccc(-c3cccc(Br)c3)o2)c1)c1ccco1 | -15% | 8% | 7%
COc1ccc(N2CCN(C(=O)COC(=O)CNC(=O)c3ccc(Cl)cc3Cl)CC2)cc1 | -6% | -3% | 1%
COc1cccc(N2C(=NC(=O)C3CCCO3)SC3CS(=O)(=O)CC32)c1 (stereo not drawn) | -1% | 17% | -4%
O=C(Nc1ccccc1)C1CCN(S(=O)(=O)c2ccc3c(c2)CCCN3C(=O)C2CCC2)CC1 | -10% | . | -9%
Cc1cc2nnc(SCC(=O)NCC3CCCO3)n2c2ccccc12 (stereo not drawn) | -6% | 3% | 1%
C[C@@H](NC(=O)[C@@H]1Cc2ccccc2CN1C(=O)OC(C)(C)C)C(=O)NCC1CCCO1 (stereo partly drawn) | -5% | -11% | -2%
CC(C)OP(=O)(OC(C)C)C(O)c1cccc([N+](=O)[O-])c1 (stereo not drawn) | -5% | -10% | -2%
CC(=O)OC1CC(c2cc(C(C)(C)C)c(O)c(C(C)(C)C)c2)=NO1 (stereo not drawn) | -7% | -8% | -21%
CCOC(=O)N1CCN(c2cc(=O)n(-c3cccc(Br)c3)c(=O)[nH]2)CC1 | -6% | -9% | -16%

SMILES | GCN5L2 inh | N370S GC | FEN1 inh
CCOc1ccc(C(=O)Nc2ccc3nc(SCc4ccccc4)sc3c2)cc1 | -13% | . | -1%
Cc1cc(Nc2cccc(F)c2)n2nc(C)nc2n1 | -1% | 19% | -4%
O=C(O)c1ccc(N/N=C/C2=Cc3ccccc3OC2)cc1 | -5% | -2% | -22%
Cn1cccc1C(=O)OCC(=O)Nc1sccc1C#N | -3% | . | -7%
Cn1c(SCC#N)nc2ccccc2c1=O | -1% | -9% | 1%&-18%
COc1ccc(-c2c(C#N)c(SCC(=O)c3cc4ccccc4oc3=O)nc(C)c2C(=O)Nc2ccccc2)cc1 | 39%[activator] | -4% | -8%
Fc1ccc(CSc2nc3ccccc3[nH]2)cc1 | -4% | 7% | -5%
